Assay outcomes from PubChem BioAssay.
Abeta rescue = qHTS for compounds that reverse cellular toxicity of Amyloid beta (A-beta) peptide in yeast: Primary Screen; AID 1347071, 2019; yeast expressing A-beta42, growth rescue, OD600, 48 h; response scale: 0% DMSO, 100% iron-clioquinol control; 410,000 compounds, 0.063% hits; Potency, µM (titrated, usually from 46.1 µM), inactives show top-dose growth rescue, actives largely listed as activators; also: potency is read from the fitted curve at half-maximal effect; nearly all actives have a fitted effect of over 55% in size
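Yeast A-beta toxicity model in growth medium with pinned compounds, 48 h at 30 C; growth read as absorbance at 600 nm. Normalized to FeCl3/clioquinol equimolar mix (positive) and DMSO (negative).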
A549 viability = Nrf2 qHTS screen for inhibitors: counterscreen for cytotoxicity; Potency, µM (titrated, usually from 46 µM), inactives show at the highest dose activity change, negative = cytotoxicity, actives largely listed as inhibitors; 390,000 compounds, 0.16% hits; A549 ARE-Fluc cells, CellTiter-Fluor viability, 18-24 h; also: potency is read from the fitted curve at half-maximal effect; % is scaled to controls: 0 for no effect and ±100 for the full control effect
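Cytotoxicity counterscreen: CellTiter-Fluor fluorescence was measured in A549 ARE_Fluc cells after 18-24 h of compound exposure in a concentration series. The subsequent BugLite luminescent read reports ARE-luciferase activity.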
pAkt inh = HTS Assay for Inhibitors of Akt Phophorylation: Primary Screen. Neuro2A IGF-stimulated pAkt S473 HTRF, 20 min; stronger effect = lower value. activity change, % for hits at 50 µM. 360,000 compounds, 0.32% hits; in the data active = activity change below about -80%; inconclusive = mostly about -51% to -80%; also: % is scaled to controls: 0 for no effect and ±100 for the full control effect
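Neuro2A cells in DMEM with 0.5% FBS, overnight at 37 deg C, given compound at single 50 µM final, then IGF (6 nM final) for 20 min at 37 deg C. Lysed; phospho-Akt Ser473 by HTRF after 24 h, 665/615 ratio.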
Nrf2 activator = qHTS of Nrf2 Activators; AREc32 ARE-luciferase reporter (MCF7-derived line), luminescence, 24 h; Potency, µM (top dose mostly 46.1 µM), inactives show top-dose activation, hits mostly activators; 410,000 compounds, 0.31% hits; AID 624171, 2012; also: potency is read from the fitted curve at half-maximal effect; % of control where 0% means no effect; nearly all actives have a fitted effect of over 65% in size
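AREc32 cells carrying an ARE-driven firefly luciferase, 1000 cells/well in OPTI-MEM with 5% FBS, dosed after overnight attachment and incubated 24 hr at 37 deg C. Steady-Glo luminescence read after 30 min at RT.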
HepG2 tox = qHTS for Inhibitors of TGF-b: Cytotox Counterscreen | 410,000 compounds, 0.76% hits | HepG2 CAGA-GFP viability, ATP luminescence, 18 h | Potency, µM (top dose mostly 46.1 µM), without a hit: at the top dose activity change, negative = cytotoxicity, hits mostly cytotoxic; also: potency is read from the fitted curve at half-maximal effect; some results filed as inactive show a strong effect at the top dose
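HepG2 CAGA-GFP cells (1000/well, DMEM with 1% FBS) received compound, then TGF-beta at 500 pg/mL final, and were incubated 18 hours at 37 degrees C. Viability was read by CellTiter-Glo luminescence. Media-only wells were set as complete cell-killing and DMSO as no toxicity.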
Nrf2 inh = Nrf2 qHTS screen for inhibitors | A549 ARE-Fluc reporter, luciferase luminescence, 18-24 h | Potency, µM (top dose mostly 46 µM), for inactives: top-dose activity change, negative = inhibition, actives largely listed as inhibitors | 360,000 compounds, 2.1% hits; also: potency is read from the fitted curve at half-maximal effect; % is scaled to controls: 0 for no effect and ±100 for the full control effect; nearly all actives have a fitted effect of over 60% in size
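Two sequential reads on A549 ARE_Fluc cells exposed to compound for 18-24 h: a CellTiter-Fluor fluorescence read for viability, then a luciferase luminescence read for Nrf2/ARE activity.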
TGFb inhibitor = qHTS for Inhibitors of TGF-b; Potency, µM (highest dose often 46.1 µM), without a hit: at the top dose activity, negative = inhibition, hits mostly inhibitors; HepG2 CAGA-GFP TGF-b/SMAD3 reporter, GFP fluorescence, 18 h; TGF-beta stimulated, 500 pg/mL final; 410,000 compounds, 1.2% hits; also: potency is read from the fitted curve at half-maximal effect; % is scaled to controls: 0 for no effect and ±100 for the full control effect; nearly all actives have a fitted effect of over 65% in size
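HEPG2 CAGA-GFP cells (1000/well, DMEM with 1% FBS) were pre-incubated 2 h at 37 degrees C, given compound by pin tool, then stimulated with TGF-beta at 500 pg/mL final for 18 h before per-cell GFP fluorescence imaging.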
MmCpn inh = Inhibitors of TCP-1 ring complex (TRiC) of Methanococcus maripaludis (MmCpn): qHTS. Chaperonin Mm-Cpn (Methanococcus maripaludis). purified Mm-Cpn ATPase, ADP Transcreener TR-FRET. Potency, µM (highest dose often 76.9 µM), without a hit: at the top dose activity, negative = inhibition, hits mostly inhibitors. 330,000 compounds, 0.031% hits; also: potency is read from the fitted curve at half-maximal effect; % is scaled to controls: 0 for no effect and ±100 for the full control effect; nearly all actives have a fitted effect of over 80% in size
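ATP (10 uM final) was added to archaeal chaperonin (25 nM final) after 10 min exposure to test compound at 37°C; after 30 min further incubation, ADP was detected by competitive TR-FRET.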
CCT modulator = High-Throughput Screening for Modulators of Cytosolic Chaperonin Activity; purified chaperonin ATPase assay, HTRF ADP detection, 30 min; activity change, % (concentration not given with the values), hits read low; 360,000 compounds, 0.3% hits; AID 651819, 2012; in the data active = activity change below about -30%; also: % is scaled to controls: 0 for no effect and ±100 for the full control effect
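Enzyme 40 or 20 nM (batch-dependent) in Tris pH 7.4/KCl/MgCl2/DTT; cpd 76 uM single point; ATP 10 uM; 30 min 37 °C; Transcreener ADP HTRF detection, 30 min RT; ratio 665/615.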
Starred values were filed as active, the others as inactive; i = inactive; ? = inconclusive; . = not tested or not shown; & = joins results of further samples; [ ] = remark or other dose. Unless noted, calls follow the shape of the dose curve; as a rule, active = well fitted curve in the direction sought with a large enough effect; inconclusive = small, poorly fitted or top-dose-only effect, or another doubt; inactive = no such curve, though single readings can be large; an effect the other way counts as inactive or inconclusive. Random draw from the library, and some 4.3% of all compounds hit somewhere here.

Below each compound – Abeta rescue	A549 viability	pAkt inh	Nrf2 activator	HepG2 tox	Nrf2 inh	TGFb inhibitor	MmCpn inh	CCT modulator
COc1ccccc1CNC(=O)C(C)c1ccc([N+](=O)[O-])cc1 (centres undefined)
→ -3%	4%	i	0.0%	6%	-9%	1%	0%	-0.9
CCn1c(SCc2cccnc2)nc2c1c(=O)n(C)c(=O)n2C
→ 5%	-7%	i	0.3%	-14%	-21%	29%	0%	-0.9
N#Cc1c2n(c3c(=O)n(CC(=O)c4ccc(Br)cc4)cnc13)CCCC2
→ 0%	-3%	i	-0.6%	39%	.	0%	2%	-1.4
CC(C)CC(=O)/C(=C\c1ccc(Cl)cc1Cl)n1cncn1
→ -79%[inhibitor]	6%	i	-5.1%	7.9µM*	1%	7.1µM*	2%	-0.3
Cc1ccc(C(=O)N[C@H](C(=O)OCc2cc(=O)n3c(n2)sc2ccccc23)C(C)C)cc1
→ 0%	6%	i	-0.6%[9.22 µM]	-24%	8%	?	-1%	1.5
O=C1COc2ccc(S(=O)(=O)CCC(=O)NC3CCCCC3)cc2N1
→ 0%	-5%	i	-0.2%	1%	0%	-10%	-2%	1.3
CN1C(=O)c2c(sc3c2CC(C)(C)SC3)N2CCN=C12
→ -19%	7%	i	-0.4%	-13%	-22%	?	-1%	-5.3
CC(=O)Nc1ccc(NS(=O)(=O)c2ccc3c(c2)CC(C)N3C(=O)C2CCC2)cc1 (centres undefined)
→ -6%	-2%	.	0.7%	3%	19%	0%	.	.
COc1ccc(NC(=O)c2c(NCc3cccs3)sc3c2CCCCC3)cc1
→ -4%	-20%	.	10.0%	-9%	.	?	.	.
COc1ccc(-n2nc(C(=O)NCC(=O)NCCC3=CCCCC3)c3ccccc3c2=O)cc1
→ -8%	-19%	i	2.0%	-12%	?	-2%	-13%	0.4
Cc1cccc(-n2c(=O)c3c4c(sc3n3c(C)nnc23)CCCC4)c1
→ -11%	-3%	.	-0.6%	7%	.	20%	.	.
COc1ccc(CNC(=O)CCC(=O)N2CC3CCCN3c3ccccc32)c(OC)c1 (centres undefined)
→ -8%	0%	.	-1.1%	-16%	?	?	.	.
Cc1ccc2oc(C(=O)N3CCN(CCO)CC3)c(C)c2c1
→ 23%	2%	i	1.7%	4%	5%	-5%	-3%	0.4
O=S1(=O)[C@H]2C[C@@H]3C=C[C@@]2(CN1Cc1ccc(F)cc1)O3
→ -5%	6%	i	-0.1%	10%&-12%	-2%	30%&-8%	0%	-2.7
Cc1ccc(/C(N)=N/OC(=O)COc2ccc(Cl)c(C)c2)cc1
→ 6%	9%	i	0.3%[9.22 µM]	-10%	-15%	15%	0%	-1.1
CCNC(=O)C1(C)CCCN(Cc2cccc(Oc3ccccc3)c2)C1 (centres undefined)
→ -17%	.	i	0.8%	-42%	.	-23%	.	-0.3
CC(NC(=O)Cc1ccsc1)c1ccc(F)cc1 (centres undefined)
→ -1%	-8%	i	0.2%	1%	-4%	3%	0%	2.1
CC1CNC(=S)N(c2ccccc2)C1=O (centres undefined)
→ 9%	-4%	i	1.8%	2%	-1%	-7%	.	-2.1
COc1ccc(C2C3C(=O)N(Cc4ccccc4)C(=O)C3ON2c2ccccc2)c(OC)c1OC (centres undefined)
→ 8%	-14%	i	-0.4%	-19%	?	2%	0%	-2.5
CCc1ccc(Nc2cc(C)nc3ncnn23)cc1
→ ?	-2%	i	5.6%	-64%	?	12%	1%	0.6

By substructure, the entries above with a Cl atom.
Below each compound – Abeta rescue	A549 viability	pAkt inh	Nrf2 activator	HepG2 tox	Nrf2 inh	TGFb inhibitor	MmCpn inh	CCT modulator
CC(C)CC(=O)/C(=C\c1ccc(Cl)cc1Cl)n1cncn1
→ -79%[inhibitor]	6%	i	-5.1%	7.9µM*	1%	7.1µM*	2%	-0.3
Cc1ccc(/C(N)=N/OC(=O)COc2ccc(Cl)c(C)c2)cc1
→ 6%	9%	i	0.3%[9.22 µM]	-10%	-15%	15%	0%	-1.1

Five records drawn at random from the list so far, as already listed:
Below each compound – Abeta rescue	A549 viability	pAkt inh	Nrf2 activator	HepG2 tox	Nrf2 inh	TGFb inhibitor	MmCpn inh	CCT modulator
COc1ccccc1CNC(=O)C(C)c1ccc([N+](=O)[O-])cc1 (centres undefined)
→ -3%	4%	i	0.0%	6%	-9%	1%	0%	-0.9
COc1ccc(CNC(=O)CCC(=O)N2CC3CCCN3c3ccccc32)c(OC)c1 (centres undefined)
→ -8%	0%	.	-1.1%	-16%	?	?	.	.
O=S1(=O)[C@H]2C[C@@H]3C=C[C@@]2(CN1Cc1ccc(F)cc1)O3
→ -5%	6%	i	-0.1%	10%&-12%	-2%	30%&-8%	0%	-2.7
N#Cc1c2n(c3c(=O)n(CC(=O)c4ccc(Br)cc4)cnc13)CCCC2
→ 0%	-3%	i	-0.6%	39%	.	0%	2%	-1.4
CC(C)CC(=O)/C(=C\c1ccc(Cl)cc1Cl)n1cncn1
→ -79%[inhibitor]	6%	i	-5.1%	7.9µM*	1%	7.1µM*	2%	-0.3

(cont.)
Below each compound – Abeta rescue	A549 viability	pAkt inh	Nrf2 activator	HepG2 tox	Nrf2 inh	TGFb inhibitor	MmCpn inh	CCT modulator
CC1(c2nnc(Cc3ccccc3)o2)CC(c2ccccc2[N+](=O)[O-])=NO1 (centres undefined)
→ -7%	6%	i	3.0%	-1%	18%	?	0%	-0.8
Cc1ccc(-c2noc(CCC(=O)NCCN3CCc4ccccc4C3)n2)cc1
→ -8%	15%	i	4.8%	-48%	-26%	-28%	-1%	-1.8
CN(C)C(=S)Nc1ccc(Cc2ccncc2)cc1
→ 1%	6%	i	-0.1%	1%	1%	?	0%	-1.8
Cc1cnc(CN(C)C(=O)CC2C(=O)NCCN2Cc2cccc(F)c2F)[nH]1 (centres undefined)
→ -8%	1%	i	0.2%	3%	1%	?	1%	-1.2
COc1cccc(CNC(=O)COC(=O)CCCNC(=O)c2ccc(Cl)cc2)c1
→ -10%	2%	i	-0.3%	-3%	14%	9%	-2%	0.2
CCn1cc(C(=O)NCC(OC)OC)c(=O)c2cc(S(=O)(=O)N3CCC(C)CC3)ccc21
→ -12%	0%	.	-0.3%	-38%	?	-17%	-1%	1.3
CCN1C(=O)C(CC(=O)Nc2ccc(F)cc2)N(Cc2cccs2)C1=S (centres undefined)
→ 16%	-10%	i	3.1%	8%	-19%	-16%	-2%	-2.3
Cc1ccc(C2Nc3ccccc3-n3c(-c4ccccc4)c4c(=O)n(C)c(=O)n(C)c4c32)cc1 (centres undefined)
→ -2%	6%	.	1.0%	-13%	5%	2%	.	.
Cc1cccc(NC(=O)c2cc(S(=O)(=O)N(C)c3ccc(F)cc3)ccc2Cl)n1
→ 13%	-3%	i	0.5%	-6%	?	-13%	2%	2.0
CN(C)CCCN(C(=O)CCc1ccccc1)c1nc2c(F)cccc2s1
→ -15%	0%	i	8.8%	-70%	?	?	1%	-0.4
O=C(O)COc1ccccc1/C=N/NC(=O)C(O)c1ccccc1 (centres undefined)
→ -5%	4%	i	-0.4%	-3%	5%	21%	1%	0.8
CCC(NC(=O)Nc1cc(Cl)ccc1OC)c1c(-n2cccc2)sc2c1CCN(C)C2 (centres undefined)
→ -16%	-20%	.	0.2%	-103%	-4%	?	.	.
Brc1ccc(CN2CCc3nc(N4CCN(c5ncccn5)CC4)ncc3C2)cc1
→ 7%	-10%	.	1.0%	-25%	.	-24%	.	.
C=CCc1cccc2cc(C(=O)NCCOC)c(=O)oc12
→ -17%	2%	i	0.3%	-4%	-11%	4%	1%	0.7
Cn1c(=O)c2cc(S(=O)(=O)NCCC(=O)NCC3CCCO3)ccc2n(C)c1=O (centres undefined)
→ 4%	-3%	.	-0.2%	-13%	.	3%	2%	-0.8
CC(C)CN1CCN(Cc2cc(F)ccc2-n2cccn2)CC1CCO (centres undefined)
→ 1%	3%	i	0.2%	-9%	-15%	-6%	0%	2.0
Cc1ccc2[nH]cc(S(=O)(=O)c3ccc(C)c(C)c3)c(=O)c2c1
→ 5%&-7%	0%&4%	i	0.1%&0.2%	-3%&-13%	?	0%&6%	-1%	-1.0
COc1ccc(Cc2nc3ccc(C(=O)N4CCN(C)C(C)C4)cc3o2)cc1OC (centres undefined)
→ -16%	0%	i	3.2%	0%	?	-8%	-2%	-0.9
CCC(C)(C)n1nnnc1C(c1cc2ccc(OC)cc2[nH]c1=O)N1CCCCC1 (centres undefined)
→ -13%	0%	i	2.3%	-15%	1%	1%	-2%	-1.4
COc1ccc(Br)cc1C(=O)Nc1ccc(-c2nc3ncccc3o2)cc1C
→ 6%	0%	.	-0.3%	16%	0%	0%	.	.
